Chronic BCR inh: qHTS Assay to Find Inhibitors of Chronic Active B-Cell Receptor Signaling; hit rate 0.05% among 340,000; Potency, µM (highest dose often 46.1 µM), inactives show at the highest dose ratio change, negative = lower green/red ratio, actives largely listed as inhibitors; ABC-DLBCL IkBa-CBG/CBR reporter, luminescence ratio, 4 h; active = well fitted inhibition curve with a large enough effect in the signal ratio, with a control signal flat, not every such curve was filed as active; inconclusive = small, poorly fitted or top-dose-only effect, or effect the other way, or a change in a side signal; the % refers to the signal ratio;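 also: potency is read from the fitted curve at half-maximal effect; plate controls were basal doxycycline-induced cells for no effect and cells given 10 µM MG132 for full effect; MG132 reads +100%, hits lower the ratio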
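Doxycycline induced both beetle luciferases in TMD8 lymphoma cells; IKK-driven degradation limits the IkappaBalpha-fused green signal, while red luminescence normalises for cell number and nonspecific effects. Compounds tested up to 46 uM, 4 hrs.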
B2AR arrestin: qHTS assay of beta-arrestin-biased ligands of beta2-adrenergic receptor; beta-arrestin recruitment to beta2AR, cell-based reporter; Potency, µM (top dose mostly 46.1 µM), without a hit: at the top dose activation, most hits filed as activators; hit rate 0.02% among 330,000;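 also: potency is read from the fitted curve at half-maximal effect; 0% = DMSO controls and full agonism = EC100 isoproterenol or metaproterenol; nearly all actives have a fitted effect of over 65% in size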
uPA surface inh: qHTS for Inhibitors of Cell Surface uPA Generation. cell surface uPA generation assay, qHTS. Potency, µM (top dose mostly 38.3 µM), for inactives: at the highest dose activity change, negative = inhibition, actives largely listed as inhibitors. hit rate 0.31% among 330,000. AID 540303, 2011; active = well fitted inhibition curve with a large enough effect; inconclusive = small, poorly fitted or top-dose-only effect; inactive = no such curve, though single readings can be large or run the other way; tested in mouse RAW 264.7 cells; also: potency is read from the fitted curve at half-maximal effect; nearly all actives have a fitted effect of over 55% in size
USP2a inh: qHTS Assay for Inhibitors of Ubiquitin-specific Protease USP2a Using CHOP2 as the Reporter. Ubiquitin carboxyl-terminal hydrolase 2 (Homo sapiens), O75604. USP2 core, Ub-CHOP2 coupled fluorogenic reporter, 485/531. Potency, µM (titrated, usually from 38.3 µM), without a hit: at the highest dose activity change, negative = inhibition, hits mostly inhibitors. hit rate 0.01% among 330,000. AID 463254, 2010;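 also: potency is read from the fitted curve at half-maximal effect; plate controls were DMSO wells for no effect and full inhibition by NEM control for full effect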
Target sequence (O75604 whole entry, looked up): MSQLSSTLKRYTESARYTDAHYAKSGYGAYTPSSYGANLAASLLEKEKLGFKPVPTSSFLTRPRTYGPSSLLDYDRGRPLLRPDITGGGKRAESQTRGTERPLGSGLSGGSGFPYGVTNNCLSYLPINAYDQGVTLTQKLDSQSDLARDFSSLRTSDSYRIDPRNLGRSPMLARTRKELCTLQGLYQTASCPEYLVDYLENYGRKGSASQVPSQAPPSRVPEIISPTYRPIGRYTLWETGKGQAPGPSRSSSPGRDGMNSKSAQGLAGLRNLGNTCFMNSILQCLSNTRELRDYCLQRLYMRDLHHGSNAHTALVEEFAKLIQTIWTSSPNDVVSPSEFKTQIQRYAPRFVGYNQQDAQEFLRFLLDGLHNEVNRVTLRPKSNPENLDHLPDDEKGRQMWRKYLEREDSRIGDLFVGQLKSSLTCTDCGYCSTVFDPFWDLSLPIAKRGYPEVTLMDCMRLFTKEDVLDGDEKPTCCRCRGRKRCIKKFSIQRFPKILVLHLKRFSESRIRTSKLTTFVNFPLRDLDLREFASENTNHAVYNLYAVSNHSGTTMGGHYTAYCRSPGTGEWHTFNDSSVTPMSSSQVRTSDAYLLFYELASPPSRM
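Deubiquitinase activity read as fluorescence (485/531 nm) after Ub-CHOP2 cleavage activates the enterokinase reporter on its substrate; USP2 core 10nM, Ub-CHOP2 and substrate 25nM each, 30min compound preincubation then 60min RT; data normalized to NEM, curves fitted.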
GALK inh: qHTS Assay for Inhibitors of Human Galactokinase (GALK); Potency, µM (top dose mostly 57.5 µM), for the others: at the highest dose activity change, negative = inhibition, usual class: inhibitors; P51570; Purified GALK, Kinase-Glo residual ATP luminescence; hit rate 0.007% among 270,000; AID 1868, 2009; also: potency is read from the fitted curve at half-maximal effect
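Human GALK (5 nM) with 35 uM ATP and 100 uM galactose in 20 mM HEPES pH 8.0, 5 mM MgCl2, 60 mM NaCl, 1 mM DTT, 0.01% BSA. After 1 h at room temperature, leftover ATP was read by Kinase-Glo Plus luminescence.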
Eya2 inh: qHTS Assay for Inhibitors of the Phosphatase Activity of Eya2; Potency, µM (titrated, usually from 76.9 µM), for inactives: at the top dose activity, negative = inhibition, hits mostly inhibitors; recombinant Eya2, OMFP fluorescence dephosphorylation (OMFP is methylfluorescein phosphate); hit rate 0.006% among 330,000; Protein phosphatase EYA2 (Homo sapiens), O00167; also: potency is read from the fitted curve at half-maximal effect
Target sequence (O00167 whole entry, looked up): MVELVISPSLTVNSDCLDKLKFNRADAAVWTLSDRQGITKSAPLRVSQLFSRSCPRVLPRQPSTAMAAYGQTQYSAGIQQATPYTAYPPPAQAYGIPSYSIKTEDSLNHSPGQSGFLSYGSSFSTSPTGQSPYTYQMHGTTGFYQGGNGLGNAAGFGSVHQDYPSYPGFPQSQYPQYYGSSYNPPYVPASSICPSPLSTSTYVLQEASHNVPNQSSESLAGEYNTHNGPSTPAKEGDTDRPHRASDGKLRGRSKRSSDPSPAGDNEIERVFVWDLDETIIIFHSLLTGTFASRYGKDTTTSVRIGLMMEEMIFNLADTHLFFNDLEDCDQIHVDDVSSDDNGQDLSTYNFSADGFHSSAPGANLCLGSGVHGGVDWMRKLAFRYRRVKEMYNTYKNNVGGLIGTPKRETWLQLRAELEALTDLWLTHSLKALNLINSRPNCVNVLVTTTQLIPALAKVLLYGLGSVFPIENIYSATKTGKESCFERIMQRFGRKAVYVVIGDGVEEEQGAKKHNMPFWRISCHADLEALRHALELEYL
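Eya2 (0.2 uM) preincubated 10 min at ambient with compound, then OMFP substrate added at 50 uM; 10 min reaction in 50 mM HEPES pH 7.5, 50 mM NaCl, 5 uM MgCl2, 0.05% BSA, 1 mM DTT. Fluorescence read at Ex 485/Em 525 nm.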
Giardia kill: Small Molecules that selectively kill Giardia lamblia: qHTS | Giardia lamblia trophozoite viability | hit rate 0.15% among 340,000 | activity change, % at 7.66 µM, hits read low; in the data active = activity change below about -80%; inconclusive = between about -30% and that limit;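 also: parasites exposed to compound for two days anaerobically before the ATP read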
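ATP-content bioluminescence gauges trophozoite survival. Cells (100/well) receive compound and incubate anaerobically for 48 hrs at 37 deg C; detection reagent follows for 15-30 min at room temperature.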
PKM2 activator: qHTS Assay for Activators of Human Muscle isoform 2 Pyruvate Kinase; purified PKM2, Kinase-Glo ATP luminescence, activation; response scale: 0% is enzyme alone, no compound; Pyruvate kinase PKM (Homo sapiens), P14618; hit rate 0.34% among 260,000; Potency, µM (highest dose often 57.5 µM), for inactives: top-dose activation, hits mostly activators; also: potency is read from the fitted curve at half-maximal effect; nearly all actives have a fitted effect of over 55% in size
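Purified hPK-M2 (>95%) run at intermediate activity with 0.1 mM ADP and 0.5 mM PEP in 50 mM imidazole pH 7.2, KCl, MgCl2; 1 h room temperature. ATP formed read by Kinase-Glo luminescence; normalized to uninhibited and no-enzyme controls.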
KCNH2 WT inh: qHTS for Inhibitors of KCHN2 3.1: Wildtype qHTS. AID 720551, 2013. Voltage-gated inwardly rectifying potassium channel KCNH2 (Homo sapiens), Q12809. U2OS, BacMam KCNH2, thallium flux FluxOr; stronger effect = lower value. activity change, % at 1.84 µM. hit rate 0.37% among 340,000;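 active = maximum activity change below -70%; inconclusive = maximum activity change between -70% and -50%; inactive = maximum activity change above -50%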
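U2OS cells transduced with wild-type KCNH2 virus are loaded with FluxOr dye for 45 min, and thallium flux is measured in kinetic reads before and after stimulation buffer. Rate constants are normalized to DMSO controls.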
Coupling enz: qHTS Assay for Inhibitors of Fructose-1,6-bisphosphate Aldolase from Giardia Lamblia: Coupling assay counterscreen; coupling enzyme system counterscreen, AmpLite Red fluorescence; hit rate 0.67% among 290,000; AID 2472, 2010; activity change, negative = inhibition, % at 58.2 µM, hits read low; in the data active = activity change below about -30%
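Compounds tested against the coupling enzymes alone at 57.5 uM final; readout was AmpLite Red fluorescence (525/598 nm) after 20 min at RT.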
KCNH2 3.1 inh: qHTS for Inhibitors of KCHN2 3.1: Mutant qHTS. U2OS KCNH2 3.1, thallium flux FluxOr; stronger effect = lower value. activity change, % (tested at about 1.8 µM). hit rate 0.95% among 340,000. AID 720553, 2013;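 active = maximum activity change below -70%; inconclusive = maximum activity change from -70% to -50%; inactive = maximum activity change above -50%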;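 also: thallium influx rate constant from kinetic fluorescence after stimulation buffer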
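Steps: virus added to U2OS suspension (4 h, RT, dark); medium with 10% FBS added, cells plated, 37 C overnight; FluxOr/Red40 loading buffer 45 min RT; stimulation buffer, 2 min kinetic read; rate constant normalized.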
Active calls of the source: *; ? = inconclusive; nt = not tested or not shown; [ ] = another dose, or the depositor's remark. Unless noted, calls follow the shape of the dose curve; as a rule, active = well fitted curve in the direction sought with a large enough effect; inconclusive = small, poorly fitted or top-dose-only effect, or another doubt; inactive = no such curve, though single readings can be large; an effect the other way counts as inactive or inconclusive. Unless noted, % is scaled to controls: 0 for no effect and ±100 for the full control effect.

Values in the order: Chronic BCR inh	B2AR arrestin	uPA surface inh	USP2a inh	GALK inh	Eya2 inh	Giardia kill	PKM2 activator	KCNH2 WT inh	Coupling enz	KCNH2 3.1 inh
[1] COc1ccc(NC(=O)C2CCC(CNC(=O)[C@@H]3Cc4ccccc4CN3)CC2)cc1 (stereo partly specified)
 : ?	0.0%	-4%	0%	7%	12%	-8	nt	8	0	7
[2] COc1cc([N+](=O)[O-])cc(/C=N/NC(=O)Cn2nc(C)cc2C)c1O
 : 6%	-0.5%	?	-3%	0%	-22%	7	1%	-5	-7	10
[3] Cc1ccc(C)c2sc(NC(=O)c3ccc(N4CCCCC4)c([N+](=O)[O-])c3)nc12
 : -5%	-0.5%	-4%	1%	1%	9%	-3	-1%	18	3	-4
[4] Cc1cccc(NC(=O)c2c(O)c3ccccc3n(C)c2=O)c1
 : -1%	0.2%	8%	0%	4%	10%	4	-4%	-5	2	-5
[5] O=C(COC(=O)CC1CC2CCC1C2)NCc1ccc(Cl)cc1 (stereo unspecified)
 : -9%	-2.1%	0%	-7%	nt	-40%	10	nt	2	nt	7
[6] CCn1c(C(C#N)/C(=N\S(=O)(=O)c2cccs2)c2ccccc2)nc2ccccc21 (stereo unspecified)
 : 6%	-1.7%	3%	0%	3%	-2%	-7	4%	2	13	4
[7] COC(=O)[C@H](Cc1ccccc1)N1C/C=C\COc2c(Cl)cc(Cl)cc2S1(=O)=O
 : ?	-0.1%	-1%	1%	nt	-2%	-10	nt	-18	nt	-13
[8] O=S(=O)(c1ccc(Cl)cc1)N1CCN(C(=S)NCC2CCCO2)CC1 (stereo unspecified)
 : -3%	0.3%	2%	0%	3%	6%	-6	13%	3	-4	9
[9] CN(C)CCn1cnc2c(c1=N)C(c1ccccc1)c1ccc3ccccc3c1O2 (stereo unspecified)
 : 4%	0.4%	-20%	-5%	-2%	-6%	?	nt	-9	3	-45
[10] COCCn1c(SCC(=O)NC(=O)NC(C)(C)C)nc2ccccc21
 : 6%	-0.1%	nt	1%	-3%	11%	4	-20%	-12	0	14

Whole records from above. Order of screens: Chronic BCR inh | B2AR arrestin | uPA surface inh | USP2a inh | GALK inh | Eya2 inh | Giardia kill | PKM2 activator | KCNH2 WT inh | Coupling enz | KCNH2 3.1 inh
Cc1cccc(NC(=O)c2c(O)c3ccccc3n(C)c2=O)c1 in the list: -1% | 0.2% | 8% | 0% | 4% | 10% | 4 | -4% | -5 | 2 | -5
COC(=O)[C@H](Cc1ccccc1)N1C/C=C\COc2c(Cl)cc(Cl)cc2S1(=O)=O in the list: ? | -0.1% | -1% | 1% | nt | -2% | -10 | nt | -18 | nt | -13
O=C(COC(=O)CC1CC2CCC1C2)NCc1ccc(Cl)cc1 (stereo unspecified) in the list: -9% | -2.1% | 0% | -7% | nt | -40% | 10 | nt | 2 | nt | 7

Further records follow:
Values in the order: Chronic BCR inh	B2AR arrestin	uPA surface inh	USP2a inh	GALK inh	Eya2 inh	Giardia kill	PKM2 activator	KCNH2 WT inh	Coupling enz	KCNH2 3.1 inh
[11] CN1CC=C2C(C#N)=C(N)C(C#N)(C#N)C(CCc3ccccc3)C2C1 (stereo unspecified)
 : 0%	-0.2%	-4%	13%	0%	8%	28	5%	1	-11	5
[12] CC1CN(CC(O)COC(c2ccccc2)c2ccccc2)CC(C)O1 (stereo unspecified)
 : -3%	-0.8%	4%	3%	0%	-19%	-20	1%	5	0	-4
[13] O=C(CNC(=O)c1ccccn1)N=Nc1c(O)[nH]c2ccccc12
 : ?	-0.2%	0%	1%	-1%	2%	6	nt	4	-1	6
[14] CC(=O)Oc1ccc(/C=N/NS(=O)(=O)c2ccccc2)cc1
 : -1%	-0.1%	-2%	2%	3%	0%	-19	1%	?	1	-5
[15] O=c1[nH]c(CSc2nnnn2-c2ccccc2)nc2ccccc12
 : 5%	0.4%	2%	2%	-1%	-7%	2	2%	-6	-1	-4
[16] Cc1noc(C)c1NC(=O)Nc1ccc2c(c1)C(=O)N([C@H](C)CO)C[C@H](C)[C@H](CN(C)C)O2
 : 0%	-0.2%	8%	3%	nt	18%	-2	nt	-3	nt	16
[17] O=C(O)c1ccc2c(c1)C(c1ccccc1)OC2=O (stereo unspecified)
 : -4%	0.1%	nt	4%	-1%	14%	5	-3%	-2	16	11
[18] CC1(C)CC(=O)C=C(NCc2cccnc2)C1
 : -5%	0.1%	0%	0%	8%	-2%	-4	-1%	-3	3	3
[19] O=C(CSc1cn[nH]n1)Nc1cccc(C(=O)O)c1
 : ?	-0.6%	-1%	3%	8%	-19%	7	3%	-6	0	-11
[20] O=C(CSc1nnc(NC(=O)c2ccc(F)cc2F)s1)NC1CC1
 : -1%	0.1%	-1%	1%	0%	4%	-20	-14%	-9	-2	7
[21] O=C(OCC(=O)N1CCCCCC1)c1ccc(Cl)c(S(=O)(=O)N2CCCC2)c1
 : -3%	0.3%	-1%	1%	9%	-24%	3	-7%	3	0	1
[22] Cc1nnsc1S(=O)(=O)Cc1ccccc1Cl
 : -8%	0.3%	nt	3%	-1%	-14%	5	-2%	3	0	10
[23] CN(CC(=O)NCc1ccco1)CC(=O)Nc1c(Cl)cccc1Cl
 : -2%	0.7%	1%	1%	nt	-3%	0	nt	2	nt	15
[24] Cc1cccc(C(CC(=O)NCc2ccco2)c2ccccc2)c1O (stereo unspecified)
 : 3%	0.2%	-16%	2%	3%	-13%	12	0%	nt	3	1
[25] COc1ccc(CCn2c(NCCCN3CCOCC3)nc3c2c(=O)[nH]c(=O)n3C)cc1
 : 1%	0.0%	7%	-2%	2%	-22%	13	-3%	-2	-5	11
[26] Cc1cccn2c(=O)c(C(=O)NC3CCCCC3)c(O)nc12
 : 0%	0.2%	6%	0%	2%	-12%	1	nt	-18	-1	0
[27] Cc1nnc(SC(C)C(=O)NC2CCCCC2C)s1 (stereo unspecified)
 : 8%	-0.4%	2%	3%	nt	4%	19	nt	-5	nt	-5
[28] COc1cccc(-c2cc(C(=O)NCc3ccco3)c3ccccc3n2)c1
 : 0%	-0.1%	-3%	1%	2%	4%	-3	3%	-9	1	-13
[29] O=c1[nH]c2ccc(Cl)cc2c(-c2ccccc2)c1SC(=S)N1CCOCC1
 : ?	-0.1%	0%	-12%	0%	11%	31[activator]	-4%	9	1	6
[30] CCNC(=O)/C(C#N)=C/c1c(N2CCN(c3cccc(Cl)c3)CC2)nc2c(C)cccn2c1=O
 : 5%	0.0%	6%	-1%	nt	10%	-4	nt	-6	2	-9

[31] Cn1c(=O)c2cc(S(=O)(=O)NCCC(=O)NCCc3ccc(Cl)cc3)ccc2n(C)c1=O
[32] COCCN(C(=O)c1ccccc1OC1CCN(S(C)(=O)=O)CC1)C(C)C
[33] COc1ccc(OC)c(C(C)NC(=O)c2ccco2)c1 (stereo unspecified)
[34] NC(=S)N/N=C/c1ccccc1OC(=O)/C=C/c1ccccc1
[35] COCCN(C(=O)COC(=O)c1ccc(Cl)s1)c1c(N)n(Cc2ccccc2)c(=O)[nH]c1=O
[36] O=C(Nc1ccccc1SCC1CSc2nc3ccccc3c(=O)n21)c1ccccc1 (stereo unspecified)
[37] Cc1cc(NC(=O)C2CC(=O)N(c3ccccc3)C2)no1 (stereo unspecified)
[38] CC(C)NS(=O)(=O)c1ccc(CCC(=O)NCc2ccco2)cc1

compound no. | 31 | 32 | 33 | 34 | 35 | 36 | 37 | 38
Chronic BCR inh | ? | 0% | 2% | ? | 11% | ? | 0% | ?
B2AR arrestin | 0.1% | -0.5% | -1.3% | ? | -0.4% | -0.1% | -1.4% | 0.4%
uPA surface inh | nt | 8% | -30% | ? | -7% | -5% | 2% | -1%
USP2a inh | 0% | 4% | 6% | 2% | 3% | 1% | 1% | 4%
GALK inh | 1% | 1% | 5% | -7% | nt | 0% | 0% | -1%
Eya2 inh | 12% | -9% | 12% | 3% | -9% | 13% | -2% | 11%
Giardia kill | 4 | 38[activator] | -19 | 2 | -10 | 18 | 2 | -26
PKM2 activator | 0% | -9% | 4% | nt | nt | 0% | 1% | 8%
KCNH2 WT inh | 0 | -2 | -9 | 8 | 0 | 1 | 0 | -24
Coupling enz | 6 | -1 | 0 | nt | nt | 0 | 3 | 3
KCNH2 3.1 inh | 9 | -2 | 3 | -14 | 7 | -15 | 3 | -1

Screens from PubChem.
